CTSL1 counter: blocks F. hepatica cathepsin L1 in PFM18AAP counter-screen; recombinant F. hepatica cathepsin L1, Z-Leu-Arg-MCA fluorescence; AID 1906; 0.49% of 300,000 active; inhibition, % at 5.96 µM;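 active = inhibition above the mean of all tested compounds plus 3 SD, set per screening campaign, cut at about 17% in these data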;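 note: 0% = plate median of test compound wells and 100% = 1 µM Z-Phe-Ala-diazomethylketone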
PREPL inhibitor: inhibitors of human prolyl oligopeptidase-like enzyme PREPL; Q4J6C6; recombinant PREPL, fluorescence polarization activity-based probe; inhibition, % at 5.96 µM; 0.68% of 320,000 active; AID 2751; in the data active = inhibition above about 43%;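 note: 0% = enzyme with DMSO and 100% = wells lacking enzyme; many of its hits are not listed in these tables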
EBNA-1 inh: blocks EBNA-1 binding to DNA | EBNA-1 DNA binding, fluorescence polarization | inhibition, % at 14.8 µM | 0.34% of 300,000 active; in the data active = inhibition above about 28%
Efflux pump mplx: blocks antifungal efflux pumps in multiplex yeast assay; AID 485275; inhibition, % at 10 µM; 0.44% of 330,000 active; S. cerevisiae Candida pump triplex, Nile Red efflux;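 active = plate passing quality check with inhibition over a set limit, or well fluorescence over plate mean plus 4 SD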;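 note: Nile Red retained in pooled yeast measured as flow cytometry median fluorescence; 0% = buffer negative control and 100% = Enniatin B positive control; higher means more Nile Red kept so more efflux inhibition; some compounds called inactive have numbers as strong as hits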
PP1 counter: PP1-alpha (human) inhibition in PP5 counter-screen | P62136 | inhibition, % at 6.7 µM | 0.9% of 320,000 active | purified PP1alpha, OMFP fluorescence;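 active = inhibition above the mean inhibition of all tested compounds plus 3 SD, computed separately for each screening campaign, cut at about 15% in these data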
Target sequence (P62136 whole entry, looked up): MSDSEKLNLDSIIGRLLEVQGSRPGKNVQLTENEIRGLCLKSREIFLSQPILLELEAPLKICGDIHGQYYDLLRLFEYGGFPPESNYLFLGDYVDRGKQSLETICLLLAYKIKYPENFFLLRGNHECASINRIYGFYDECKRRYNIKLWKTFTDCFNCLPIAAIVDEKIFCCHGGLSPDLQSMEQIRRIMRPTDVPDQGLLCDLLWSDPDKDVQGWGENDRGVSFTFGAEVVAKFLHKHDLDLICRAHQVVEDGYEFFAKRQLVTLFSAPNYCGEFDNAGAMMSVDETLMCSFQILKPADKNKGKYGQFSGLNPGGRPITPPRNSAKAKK
ZTA counter: counter-screen for EBNA-1 inhibitors: inhibitors of Epstein-Barr virus ZTA | inhibition, % at 11 µM | ZTA-DNA binding, fluorescence polarization | 0.15% of 320,000 active; in the data active = inhibition above about 33%
Target sequence (P03206 whole entry, looked up): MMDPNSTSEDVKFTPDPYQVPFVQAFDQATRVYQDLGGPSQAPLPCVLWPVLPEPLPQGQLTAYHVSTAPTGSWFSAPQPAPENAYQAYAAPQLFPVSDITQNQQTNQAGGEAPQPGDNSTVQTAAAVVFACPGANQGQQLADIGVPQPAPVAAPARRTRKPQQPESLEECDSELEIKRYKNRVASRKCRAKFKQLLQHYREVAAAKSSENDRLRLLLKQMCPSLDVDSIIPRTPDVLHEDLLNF
TPT1 inhibitor: inhibitors of Candida albicans tRNA 2'-phosphotransferase TPT1; recombinant caTPT1, FP RNA substrate dephosphorylation; inhibition, % at 5 µM; 0.81% of 300,000 active; AID 1962;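 active = inhibition above the mean of all tested compounds plus 3 SD, set per screening campaign, cut at about 24% in these data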;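 note: plate controls were DMSO alone for no effect and ferristatin control at 100 nM for full effect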
PP5 primary: blocks human protein phosphatase 5 activity | P53041 | purified PP5c, OMFP substrate fluorescence | inhibition, % at 6.7 µM | 0.18% of 320,000 active;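 active = inhibition above the campaign's mean inhibition across all tested compounds plus 3 SD, cut at about 9.5% in these data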;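 note: 0% = DMSO only and 100% = 100 µM cantharidin control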
Target sequence (P53041 whole entry, looked up): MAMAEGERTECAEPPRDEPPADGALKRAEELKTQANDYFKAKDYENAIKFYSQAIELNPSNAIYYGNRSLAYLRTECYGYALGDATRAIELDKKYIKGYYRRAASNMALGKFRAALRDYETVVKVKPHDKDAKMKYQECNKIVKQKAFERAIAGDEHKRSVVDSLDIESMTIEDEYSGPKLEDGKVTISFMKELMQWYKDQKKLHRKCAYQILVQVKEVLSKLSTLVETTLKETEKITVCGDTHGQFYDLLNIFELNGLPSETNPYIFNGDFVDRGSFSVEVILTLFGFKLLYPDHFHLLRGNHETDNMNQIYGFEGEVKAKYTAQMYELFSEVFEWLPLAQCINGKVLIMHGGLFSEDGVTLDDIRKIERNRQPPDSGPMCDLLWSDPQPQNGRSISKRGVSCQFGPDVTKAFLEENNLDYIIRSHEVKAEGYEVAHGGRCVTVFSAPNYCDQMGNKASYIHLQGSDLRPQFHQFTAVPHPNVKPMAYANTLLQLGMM
core dimer inh: HCV core protein dimerization inhibition. TR-FRET GST/Flag-core106 dimerization, 1536-well. 0.33% of 300,000 active. inhibition, % at 5 µM;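 active = inhibition above the mean of all tested compounds plus 3 SD, set per screening campaign, cut at about 45% in these data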
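Assay system: Tagged HCV core106 pair (GST and Flag) | Buffer or medium: KF-containing HEPES buffer, pH 7.45, DTT, CHAPS, BSA | Also added: Eu donor and XL665 acceptor anti-tag antibodies | Dosing: One concentration, 5 µM, in 0.5% DMSO | Timing: 4 h at 22.5 °C | Technique: TR-FRET 671 and 617 nm emission | Repeats: Singlicate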
Numbers without * were called inactive; . = not tested or not shown. This is a subset; count on the stated rates, not on these rows.

| nr | SMILES | CTSL1 counter | PREPL inhibitor | EBNA-1 inh | Efflux pump mplx | PP1 counter | ZTA counter | TPT1 inhibitor | PP5 primary | core dimer inh |
| --- | --- | --- | --- | --- | --- | --- | --- | --- | --- | --- |
| 1 | CN(C(=O)COC(=O)c1ccc(C#N)cc1)c1ccccc1 | -2 | 3 | -10 | 0.1 | -1 | 2 | -2 | 1.2 | 3 |
| 2 | COc1ccc(NC(=O)COC(=O)c2cnccn2)cc1Cl | -18 | 19 | -3 | 0.1 | -4 | -8 | 1 | 5.5 | -2 |
| 3 | O=C(NC1CCCCC1)N(Cc1nc2ccccc2c(=O)[nH]1)C1CCCCC1 | -2 | 5 | 5 | 0.2 | -2 | 4 | -2 | -3.3 | -13 |
| 4 | COc1ccc(C(=O)N(C)CCCC2CCCC2)cc1OC1CCN(C(C)C)CC1 | 2 | 9 | 8 | 0.0 | 1 | 34* | -2 | -0.1 | -4 |
| 5 | CCC(NC(=O)c1cc(COc2ccc(Cl)cc2OC)on1)c1ccncc1 (centres undefined) | 1 | -7 | 0 | -0.4 | 2 | 6 | 1 | 1.6 | 7 |
| 6 | Cc1ccc(C(=O)CSc2nc3cccnc3n2C)cc1 | 2 | 5 | 10 | -0.2 | 2 | -8 | -2 | -1.0 | -17 |
| 7 | COc1ccc(-n2nnnc2SCC(=O)N2CCCc3ccccc32)cc1OC | 2 | -14 | -4 | -0.1 | 1 | -10 | -2 | 2.1 | 5 |
| 8 | N#CCCN(C(=O)COC(=O)c1ccc2ccccc2n1)c1ccccc1 | . | 5 | . | 0.1 | -8 | 3 | . | 0.1 | . |
| 9 | COc1ccc(N2CCN(C(CNC(=O)c3ccco3)c3cccnc3)CC2)cc1 (centres undefined) | -2 | 5 | -2 | 0.0 | -5 | 10 | -5 | -0.3 | 0 |
| 10 | COc1ccc(C(=O)OCC(=O)N(C)C2CCS(=O)(=O)C2)cc1S(=O)(=O)N(C)Cc1ccccc1 (centres undefined) | 0 | 5 | -5 | 0.1 | 6 | -7 | 1 | 3.2 | 3 |
| 11 | Cc1ccc(SCC(=O)Nc2ccc(-c3nnc(-c4ccco4)o3)cc2)cc1 | 6 | -15 | 10 | -0.3 | 6 | 9 | 0 | 0.9 | 9 |
| 12 | C=CCOc1cccc(C(=O)N(C)C2CCCN(Cc3ccccc3F)C2)c1 (centres undefined) | -2 | 0 | 5 | 0.0 | 1 | -8 | -3 | -0.9 | 3 |
| 13 | CN1OC(c2ccccc2)=C(CO)C1c1ccccc1 (centres undefined) | -2 | 1 | 4 | -0.1 | -2 | 2 | -1 | -1.1 | -4 |
| 14 | CCCN1C2CCCC1CC(NC(=S)Nc1cccc(C)c1)C2 (centres undefined) | 0 | 17 | -2 | 0.1 | 2 | 1 | -1 | -1.8 | -1 |
| 15 | CCCCn1c2c(c(=N)c3c1CCC3)CCC2 | -4 | 18 | 0 | 0.0 | -5 | 7 | -1 | 5.2 | 1 |
| 16 | COc1cc(/C=N/Nc2ccccc2[N+](=O)[O-])ccc1OC(=O)c1ccccc1F | 14 | 22 | 4 | 0.0 | -4 | -15 | 0 | 0.2 | 2 |
| 17 | COc1ccc(-c2csc(-c3cccnc3)n2)cc1C | 0 | -8 | -2 | -0.2 | -5 | -10 | 1 | 3.7 | 10 |
| 18 | OCC(O)C(O)C(O)C(O)C1NCCS1 (centres undefined) | 4 | 12 | 3 | 0.0 | -1 | 11 | 0 | -0.3 | -1 |
| 19 | O=C(O)c1ccccc1C(=O)NNC(=O)C(c1ccccc1)c1ccccc1 | -17 | 8 | -7 | 0.2 | 8 | -4 | -3 | 4.1 | -3 |
| 20 | CCOC(=O)N1CCN(S(=O)(=O)c2ccc(C(=O)Nc3sc4c(c3C#N)CCC4)cc2)CC1 | -2 | 8 | -1 | 0.0 | 1 | -11 | 1 | 3.0 | 15 |
| 21 | COc1cccc(CN2CCN(C(=O)CCc3nnc(C4CCCCC4)o3)CC2=O)c1 | -1 | -7 | -1 | -0.1 | -2 | -20 | -2 | 0.0 | -2 |
| 22 | Cc1cccn2c(=O)c3cc(C(=O)NC4CCCC4)c(=N)n(CC4CCCO4)c3nc12 (centres undefined) | 1 | 16 | -4 | 0.1 | 0 | -4 | 0 | 0.4 | 4 |
| 23 | CCc1ccc(OCC(=O)NC(=S)Nc2ccc(C(=O)O)cc2)cc1 | 0 | 0 | -4 | -0.1 | -1 | -9 | 2 | 0.2 | 2 |
| 24 | O=c1c(Oc2ccccc2F)coc2cc(OCc3cnn(-c4ccccc4)c3)ccc12 | 1 | -6 | 10 | 0.1 | 0 | 9 | 1 | -1.0 | 21 |
| 25 | C/C(=N/NC(=O)c1cnccn1)c1ccncc1 | 0 | 0 | 4 | 0.0 | -3 | 19 | -6 | 0.2 | -2 |
| 26 | CCOC(=O)C1=C(C)NC(C)=C(C(=O)OCC)C1c1cn(-c2ccccc2)nc1-c1ccco1 | 1 | -6 | -11 | 0.1 | -1 | -2 | 1 | 2.5 | 3 |
| 27 | Cc1c(C(=O)N2CCCCCC2)nnn1-c1nonc1N | 5 | 16 | -9 | 0.7 | -1 | 1 | 3 | 3.6 | -4 |
| 28 | Nc1nnc(SCC(=O)Nc2ccc(F)c(Cl)c2)n1-c1ccccc1 | 8 | -12 | -4 | -0.1 | 2 | 0 | 2 | 3.3 | -10 |
| 29 | COc1ccc(Nc2cc(Nc3ccc(OC)cc3)ncn2)cc1 | -3 | -3 | -2 | 0.0 | -2 | 11 | -5 | 0.1 | -4 |
| 30 | CC(C)C(=O)c1ccc(O)c(O)c1 | -1 | -5 | -7 | 0.2 | -1 | 9 | 3 | 3.8 | -2 |

Looked up above.
Value for compound 3 under TPT1 inhibitor: -2
Value for compound 6 under Efflux pump mplx: -0.2
Value for compound 19 under PREPL inhibitor: 8
Value for compound 9 under Efflux pump mplx: 0.0
Value for compound 25 under core dimer inh: -2
Value for compound 22 under Efflux pump mplx: 0.1
Value for compound 1 under ZTA counter: 2

(listing goes on)
| nr | SMILES | CTSL1 counter | PREPL inhibitor | EBNA-1 inh | Efflux pump mplx | PP1 counter | ZTA counter | TPT1 inhibitor | PP5 primary | core dimer inh |
| --- | --- | --- | --- | --- | --- | --- | --- | --- | --- | --- |
| 31 | Cn1nnc(NC(=O)c2cccc(F)c2)n1 | 1 | 1 | 1 | 0.0 | -2 | 6 | 2 | 0.6 | -2 |
| 32 | CCOc1ccc(N2CC(C(=O)NCCc3ccc(F)cc3)CC2=O)cc1 (centres undefined) | -2 | 12 | -2 | 0.0 | 1 | -4 | -1 | 1.8 | -8 |
| 33 | Cc1ccc(CNc2nc3ccccc3n3nnnc23)cc1 | 0 | 15 | 3 | 0.1 | 4 | -14 | -17 | 4.5 | 18 |
| 34 | Cc1csc(SCC(=O)Nc2ccccc2[N+](=O)[O-])n1 | 1 | 1 | 10 | 0.0 | -4 | 12 | -3 | 0.0 | 0 |
| 35 | CCN(c1ccccc1)S(=O)(=O)c1ccc(OC)c(NC(=O)CN(C)C)c1 | -8 | -1 | 0 | 0.0 | 0 | 18 | 0 | -0.5 | 2 |
| 36 | O=C(NCCCN1CCOCC1)c1nn(-c2ccccc2)c(=O)c2ccccc12 | 0 | 0 | -9 | 0.2 | -5 | -4 | -6 | 1.7 | -1 |
| 37 | CCC(C)N(C(=O)COC(=O)CNC(=O)c1ccccc1F)C1CCS(=O)(=O)C1 (centres undefined) | -4 | 6 | -22 | -0.1 | -6 | -13 | -1 | -1.6 | 0 |
| 38 | Cc1ccc(Cn2c(=O)c3c(nc4n3CCCN4Cc3ccccc3)n(C)c2=O)cc1 | 0 | -2 | -14 | 0.1 | 4 | 2 | 2 | 3.6 | 11 |
| 39 | CCC(=O)N1CCN(C(=O)c2ccccc2)CC1 | 0 | 5 | 9 | 0.2 | -5 | 4 | -6 | -0.1 | 8 |
| 40 | Cc1cccc(Nc2nnc(SCC3CCCCO3)s2)c1 (centres undefined) | -1 | 8 | -3 | 0.2 | 6 | 16 | 9 | 3.8 | -2 |
| 41 | CCN(C(=O)COC(=O)CCc1c[nH]c2ccccc12)c1c(N)n(Cc2ccccc2)c(=O)[nH]c1=O | -4 | -5 | 3 | -0.2 | -2 | 5 | -2 | -0.1 | 6 |
| 42 | Cc1ccc(C)c(N2CN(CCC3=CCCCC3)CNC2=S)c1 | 0 | 13 | 5 | 0.1 | 0 | -1 | -1 | -1.4 | 6 |
| 43 | CC(C)CN(C(=O)COC(=O)c1c(Cl)ccc(Cl)c1Cl)C1CCS(=O)(=O)C1 (centres undefined) | 1 | -3 | 2 | 0.2 | -2 | 10 | -1 | 0.8 | 3 |
| 44 | Cn1cnnc1Sc1cc(N2CCN(S(=O)(=O)c3ccc(Cl)c(Cl)c3)CC2)ccc1[N+](=O)[O-] | 4 | 21 | -6 | 0.4 | 5 | 12 | -2 | 2.3 | 6 |
| 45 | CC(C)c1ccc(NC2CCCN(C(=O)CN3CCCC3=O)C2)cc1 (centres undefined) | -1 | 3 | -10 | -0.2 | -4 | -1 | -1 | 2.6 | 4 |
| 46 | CNC(=O)C1CCN(S(=O)(=O)c2c(C)noc2/C=C/c2ccc(C)cc2)CC1 | -1 | 17 | 8 | 0.0 | 1 | -13 | 0 | -0.4 | 3 |
| 47 | CCOC(=O)c1ccc(N2CCOCC2)c(NC(=O)c2c(-c3ccccc3)noc2C)c1 | 3 | 3 | 9 | -0.1 | 0 | 7 | -3 | 3.5 | 15 |
| 48 | COc1cc(OC)cc(C(=O)Nc2nc(CC(=O)NC(C)c3ccccc3)cs2)c1 (centres undefined) | 0 | -10 | 6 | 0.0 | -4 | 19 | 0 | -0.6 | 4 |
| 49 | CC1=C(C(=O)c2ccccc2)C(c2ccc(N3CCOCC3)cc2)NC(=O)N1 (centres undefined) | 2 | 12 | 4 | 0.0 | -5 | 3 | 28* | 0.8 | 6 |
| 50 | NC(=O)NCC(=O)N1CCC(C(O)(c2ccccc2)c2ccccc2)CC1 | -2 | -1 | -8 | 0.0 | 1 | -4 | -1 | -0.8 | -4 |
| 51 | COC(=O)c1cccc(Nc2ncnc3ccc(C)cc23)c1 | 1 | 10 | 14 | 0.0 | -4 | 12 | -2 | 0.7 | 4 |

Marked active in TPT1 inhibitor (from the list above):
#	structure	PREPL inhibitor	EBNA-1 inh	Efflux pump mplx	TPT1 inhibitor	PP5 primary	core dimer inh
49	CC1=C(C(=O)c2ccccc2)C(c2ccc(N3CCOCC3)cc2)NC(=O)N1 (centres undefined)	12	4	0.0	28*	0.8	6

Entries of single compounds from above.
`Cc1ccc(Cn2c(=O)c3c(nc4n3CCCN4Cc3ccccc3)n(C)c2=O)cc1` as listed: CTSL1 counter = 0; PREPL inhibitor = -2; EBNA-1 inh = -14; Efflux pump mplx = 0.1; PP1 counter = 4; ZTA counter = 2; TPT1 inhibitor = 2; PP5 primary = 3.6; core dimer inh = 11
`Cn1cnnc1Sc1cc(N2CCN(S(=O)(=O)c3ccc(Cl)c(Cl)c3)CC2)ccc1[N+](=O)[O-]` as listed: CTSL1 counter = 4; PREPL inhibitor = 21; EBNA-1 inh = -6; Efflux pump mplx = 0.4; PP1 counter = 5; ZTA counter = 12; TPT1 inhibitor = -2; PP5 primary = 2.3; core dimer inh = 6
`COC(=O)c1cccc(Nc2ncnc3ccc(C)cc23)c1` as listed: CTSL1 counter = 1; PREPL inhibitor = 10; EBNA-1 inh = 14; Efflux pump mplx = 0.0; PP1 counter = -4; ZTA counter = 12; TPT1 inhibitor = -2; PP5 primary = 0.7; core dimer inh = 4

Entries by screen from above:
Compounds 38–46 in Efflux pump mplx: 0.1, 0.2, 0.2, -0.2, 0.1, 0.2, 0.4, -0.2, 0.0
Compounds 38–46 in PP5 primary: 3.6, -0.1, 3.8, -0.1, -1.4, 0.8, 2.3, 2.6, -0.4

Bioassay records deposited in PubChem by several laboratories.
